Screens: PubChem, NCI
NCI-60 one-dose screen, 48 h, at 10 µM unless noted. Numbers give growth in % (100 = growth as untreated, 0 = no growth, -100 = all killed).
MDA-MB-435 = MDA-MB-435 melanoma. hit rate 7.8% among 82,000. AID 1794794
SR = SR leukemia cells; hit rate 8.7% among 73,000
RPMI-8226 = RPMI-8226 leukemia cells. hit rate 7.5% among 77,000
MDA-MB-231 = MDA-MB-231 breast cancer; AID 1794789; hit rate 5% among 81,000
MOLT-4 = MOLT-4 leukemia cells; hit rate 6.9% among 80,000
MDA-MB-468 = MDA-MB-468 breast cancer | hit rate 8.5% among 78,000 | AID 2202374
K-562 = K-562 leukemia; hit rate 7.4% among 78,000
CCRF-CEM = CCRF-CEM leukemia; hit rate 7% among 77,000; AID 1794778
Starred values were filed as active, the others as inactive; · = no result given; & = joins results of further samples; [ ] = remark or other dose. How the source made its calls: active means growth percent below 10; inactive means the rest.

1: CC1(C)C(C(=O)O)N2C(=O)C[C@H]2S1(=O)=O (some centres not stated)
2: Cc1cc(-c2ccccc2)n2nc3[nH]c(=O)c(=O)n-3nc2c1C#N
3: O=C(OCCO)N1CCN(CCO)CC1
4: CC/C=C\C[C@H](F)C/C=C1/C(=O)C=C[C@@H]1C/C=C\CCCC(=O)OC
5: CC1(c2ccc(O)cc2)N=C(N)Nc2nc3ccccc3n21 (configuration not stated)
6: CN(C)CCC(c1ccccc1)c1ccccn1 (configuration not stated)
7: CCC(C)N(CCNc1cc(OC)cc2cccnc12)CCC(C)C (configuration not stated)
8: Cc1cc(O)c(C(=O)c2c[nH]c(=O)c(-c3ccc([N+](=O)[O-])cc3)c2)cc1C
compound no.	1	2	3	4	5	6	7	8
MDA-MB-435	100	107	94	0.1*	114	107	107	98
SR	94	108	96	-26*	·	108	52	108
RPMI-8226	115	103	106	-10*	95	107	94	98
MDA-MB-231	105	83	118	3.3*	106	101	84	110
MOLT-4	92	123	102	-23*	85	104	84	96
MDA-MB-468	109	114	97	18	108	109	-25*	123
K-562	·	101	96	-5.8*	104	105	83	91
CCRF-CEM	108	118	99	-21*	·	101	109	113

9: COc1ccc(C2(O)OCC(COc3cc(C)c(Cl)c(C)c3)O2)cc1OC (configuration not stated)
10: CCN(CC)CCCNc1nccc2ccc(Cl)cc12
11: COC(=O)C1C(O)C(C)C(O)C(C)C=C(C)C2=C3C(=C(C)C(=O)c4c(O)c(c(C)c(OC(C)=O)c43)NC(=O)C(C)=C/C=C\C(C)C(O)C(C)C1O)OCO2 (configuration not stated)
12: COc1ccc(/C=c2\nc3n(-c4ccccc4)c4n(n-3c2=O)C(=O)CN=4)cc1
13: Fc1ccc(Nc2n[nH]c(-c3ccccc3)n2)cc1
14: COc1ccc(Cl)cc1Nc1nc(C(F)(F)F)ccc1C(=O)N/N=C/c1cc(OC)c(OC)c(OC)c1
15: Nc1nc(-c2ccccc2)c(N=Nc2ccc(Cl)cc2Cl)s1
16: O=C(Nc1ccc(Br)cc1F)c1cc(Br)ccc1O
compound no.	9	10	11	12	13	14	15	16
MDA-MB-435	103	103	130	112	110	37	-52*	3.1*
SR	·	94	138	106	89	14	-34*	4.9*
RPMI-8226	107	101	118	99	96	23	7.3*	·
MDA-MB-231	·	87	105	102	98	-5.8*	-89*	-38*
MOLT-4	116	103	153	104	100	9.6*	-25*	1.3*
MDA-MB-468	102	98	106	112	110	·	-63*	-14*
K-562	99	107	127	102	94	24	-45*	10
CCRF-CEM	101	93	103	90	93	9.2*	-0.5*	21

17: O=C(O)CCC(NC(=O)OCc1ccccc1)C(=O)NC(Cc1ccccc1)C(=O)O (configuration not stated)
18: Nc1nc(N)nc(N2CCCCC2)n1
19: O=[N+]([O-])c1ccc(NN=C2CCCCC2)c([N+](=O)[O-])c1
20: CCCCCCCC/C=C\CCCCCCCC(=O)OCCCC
21: CCCC1CCC(=C2C(=O)CCC2=O)O1 (configuration not stated)
22: O=C(Nc1ccccc1-c1ccc(Oc2ccc3nnc(Cl)n3n2)cc1)C1CCCCC1
23: CCOC(=O)C(C)OC(=O)C(C)O (configuration not stated)
24: Cc1ncc(C(=O)O)c(C(=O)O)c1N
compound no.	17	18	19	20	21	22	23	24
MDA-MB-435	104	115	73	106	95&95	82	102	104&101
SR	100	98	81	·	78&96	73	84	85&99
RPMI-8226	96	101	60	100	113&119	88	101	105
MDA-MB-231	96	97	70	115	101&102	81	114	100&102
MOLT-4	104	107	70	·	120&134	95	100	94&105
MDA-MB-468	86	124	108	116	89	68	119	98
K-562	116	105	36	·	121&145	81	100	86&98
CCRF-CEM	90	·	·	103	100&123	92	90	99&115

25: CC1=CCC(OC(O)CCC(O)(C(=O)OC2(C)C=CC(O)(C(C)C)CC2)C(C)C)(C(C)C)CC1 (configuration not stated)
26: CCN1CCC(CCOC)(CN2c3ccccc3Sc3ccc(Cl)cc32)C1 (configuration not stated)
27: O=[N+]([O-])c1ccc(S(=O)(=O)c2ccccc2)cc1
28: C[C@]12CCC(=O)C=C1CC[C@@H]1[C@@H]2CC[C@@]2(C)[C@H]1C[C@H](F)[C@@]21OCOC12COCO2 (some centres not stated)
29: COc1ccccc1/C=C1\Oc2cc(OCCN3CCCC3)ccc2C1=O
30: COc1ccc(OCC(O)CN2CCN(c3cccc(C)c3)CC2)cc1 (configuration not stated)
31: NS(=O)(=O)Oc1cccc(-c2nc3sccn3c2-c2ccncn2)c1
32: Cn1cc(-c2nc(-c3ccsc3)cs2)c2cc(F)ccc21
compound no.	25	26	27	28	29	30	31	32
MDA-MB-435	103	11	102	52	94	112	76	96
SR	81	40	81	70	-8.9*	·	85	86
RPMI-8226	110	47	107	65	82	130	112	·
MDA-MB-231	113	35	106	92	82	102	97	78
MOLT-4	104	22	99	89	69	135	99	83
MDA-MB-468	100	17	98	90	56	121	104	39
K-562	64	-15*	100	81	-5.0*	109	94	102
CCRF-CEM	89	30	114	82	55	133	101	·

33: COc1cc(/C=C2\CN(C(=O)CCN3CCC(=NO)CC3)C/C(=C\c3cc(OC)c(OC)c(OC)c3)C2=O)cc(OC)c1OC
34: O=C(c1nc2ccccc2[nH]1)C1C(c2cccc(F)c2)C2CC3CCCCC3N2[C@@]12C(=O)Nc1cc(Cl)ccc12 (some centres not stated)
35: CSc1nc(C)cc(SC(=N)N)n1
36: O=c1[nH]c(Cl)nc2c1cnn2-c1ccccc1
37: Clc1ccccc1/C=C1\c2ccccc2-c2nc3ccccc3nc21
38: CC(=O)OC(C)(C)Cc1ccccc1
39: O=S=C1C(=O)Nc2cc(Br)ccc21
40: Nc1cc(C(=O)NC=Nc2ccc(OC(F)F)c(OCc3ccccc3)c2)nn1CC(O)c1ccccc1 (configuration not stated)
compound no.	33	34	35	36	37	38	39	40
MDA-MB-435	-82*	42	105	52	101	114	105	102
SR	9.1*	16	95	32	53	104	106	96
RPMI-8226	-40*	19	102	52	83	101	103	94
MDA-MB-231	-73*	36	103	92	109	129	90	95
MOLT-4	2.4*	10	98	48	54	103	94	98
MDA-MB-468	-41*	31	101	101	100	99	97	118
K-562	6.5*	28	108	43	73	102	98	96
CCRF-CEM	-37*	30	·	41	65	93	97	100

41: NC1=NN(c2ccccc2)C(=O)/C1=C/c1ccc(Cl)cc1
42: N#C/C(=C\n1ccc(=O)[nH]c1=S)C(N)=O
43: C/C(=N\NC(N)=O)c1c(O)sc(=O)[nH]c1=O
44: COc1cccc(Oc2nc(Nc3ccc(N4CCOCC4)cc3)ncc2NC(=O)Nc2cc(Cl)cc(Cl)c2)c1
45: CC(=O)Oc1ccc(OC(C)=O)c2c1C1C=CC2CC1
46: C=C(C)[C@@H]1CC=C2c3sc(-c4ccccc4O)nc3C[C@@H](C)[C@]2(C)C1
47: CCn1c(C)nc2cc(C(N)=O)ccc21
48: COC(=O)CNC(=O)c1c(C)[nH]c(/C=C/C(=O)c2ccc(C(F)(F)F)c(F)c2)c1C
compound no.	41	42	43	44	45	46	47	48
MDA-MB-435	105	111	104	101	105	·	131	100&103
SR	94	82	114	35	92	115	104	82&95
RPMI-8226	95	97	102	81	104	·	81	103
MDA-MB-231	-99*	102	102	76	106	103	113	91&106
MOLT-4	102	89	109	69	94	104	·	92&98
MDA-MB-468	114	118	97	86	82	109	102	109&113
K-562	102	99	105	71	101	99	102	91&96
CCRF-CEM	101	95	100	99	96	95	95	95&102

Reformatted: 3 of the compounds above.
39) O=S=C1C(=O)Nc2cc(Br)ccc21
  MDA-MB-435 = 105
  SR = 106
  RPMI-8226 = 103
  MDA-MB-231 = 90
  MOLT-4 = 94
  MDA-MB-468 = 97
  K-562 = 98
  CCRF-CEM = 97

40) Nc1cc(C(=O)NC=Nc2ccc(OC(F)F)c(OCc3ccccc3)c2)nn1CC(O)c1ccccc1 (configuration not stated)
  MDA-MB-435 = 102
  SR = 96
  RPMI-8226 = 94
  MDA-MB-231 = 95
  MOLT-4 = 98
  MDA-MB-468 = 118
  K-562 = 96
  CCRF-CEM = 100

41) NC1=NN(c2ccccc2)C(=O)/C1=C/c1ccc(Cl)cc1
  MDA-MB-435 = 105
  SR = 94
  RPMI-8226 = 95
  MDA-MB-231 = -99*
  MOLT-4 = 102
  MDA-MB-468 = 114
  K-562 = 102
  CCRF-CEM = 101

Carrying on:
49: COc1cc(C2C3=C(CC(C)(C)CC3=O)N(CCO)c3cc4c(cc32)CCC4)cc(OC)c1OC (configuration not stated)
50: O=C1CSC(=Nc2ccc(Cl)cc2Cl)N1
51: Cc1ccc(C(C#N)c2ccccc2)cc1 (configuration not stated)
52: COc1ccc(/C=N\NC(=O)c2cnn(CC(O)c3ccccc3)c2N)cc1Oc1ccccc1 (configuration not stated)
53: O=C(c1ccccc1)c1c(/C=C/c2ccc(Cl)cc2)nc2ccccc2c1/C=C/c1ccc(Br)cc1
54: CCCCCCCCCCCCCCNc1nc(Cl)ncc1-c1ccc(C(F)(F)F)cc1
55: Brc1cc(Br)c(/C=C/c2c(Br)cc(Br)cc2Br)c(Br)c1
56: NS(=O)(=O)c1ccc(C(=O)N=Nc2c(O)[nH]c3c(F)cccc23)cc1
compound no.	49	50	51	52	53	54	55	56
MDA-MB-435	104	101	104	91	101	113	115	107
SR	115	100	81	44	·	92	107	103
RPMI-8226	66	101	99	48	110	107	96	106
MDA-MB-231	86	100	104	79	92	110	101	106
MOLT-4	90	101	89	54	107	85	110	124
MDA-MB-468	73	91	100	61	96	103	116	96
K-562	52	99	95	61	107	82	91	107
CCRF-CEM	101	102	94	60	104	102	99	102

Part of the list above, with values under each structure.
Values in the order: MDA-MB-435, SR, RPMI-8226, MDA-MB-231, MOLT-4, MDA-MB-468, K-562, CCRF-CEM
[51] Cc1ccc(C(C#N)c2ccccc2)cc1 (configuration not stated)
  104, 81, 99, 104, 89, 100, 95, 94
[54] CCCCCCCCCCCCCCNc1nc(Cl)ncc1-c1ccc(C(F)(F)F)cc1
  113, 92, 107, 110, 85, 103, 82, 102
[53] O=C(c1ccccc1)c1c(/C=C/c2ccc(Cl)cc2)nc2ccccc2c1/C=C/c1ccc(Br)cc1
  101, ·, 110, 92, 107, 96, 107, 104
[55] Brc1cc(Br)c(/C=C/c2c(Br)cc(Br)cc2Br)c(Br)c1
  115, 107, 96, 101, 110, 116, 91, 99

Next records
57: CCCCN(CCCC)CCC(=O)c1ccc(OC)c2ccccc12
58: CC(=O)c1c(/C=C/c2cccc(C)c2)c2ccccc2[nH]c1=O
59: Cc1[nH]c(C(=O)Nc2ccc(C(N)=O)cc2N2CCOC(C)C2)c(Cl)c1Cl (configuration not stated)
60: Nc1ncnc(Nc2cccc(F)c2)n1
61: Cc1ccc(S(=O)(=O)N/N=C/c2cn(-c3ccc(C(F)(F)F)cc3)nc2-c2ccc(C(=O)O)cc2)cc1
62: Cn1cc(-c2ccc3c(c2)ncn3-c2ccc(CC(=O)Nc3cc(C(C)(C)C)on3)cc2)cn1
63: OC(COc1ccc(Cl)cc1)CN1CCN(c2cccc(Cl)c2)CC1 (configuration not stated)
64: CCN(CC)c1ccc(/C=N/Nc2nc(-c3ccc(Cl)cc3)cs2)c(O)c1
compound no.	57	58	59	60	61	62	63	64
MDA-MB-435	83	55	96	112	105	35	91	93
SR	39	57	101	99	102	19	·	92
RPMI-8226	36	99	107	88	94	77	97	82
MDA-MB-231	106	97	96	110	100	11	115	108
MOLT-4	29	95	96	99	93	27	68	86
MDA-MB-468	-19*	99	102	93	109	36	94	77
K-562	67	76	92	97	93	9.8*	90	77
CCRF-CEM	36	98	99	126	87	58	87	88

65: Cc1ccc2nc(SCC(=O)Nc3ccc(-c4nc5ccccc5s4)c(Cl)c3)[nH]c2c1
66: Cc1cnc([C@]23CC[C@@H](C)[C@H](C)[C@H]2C2=CC[C@@H]4[C@@]5(C)Cc6c([nH]c7ccccc67)C(C)(C)[C@@H]5CC[C@@]4(C)[C@]2(C)CC3)o1
67: Cc1ccc(S(=O)(=O)c2nc(-c3ccccc3)oc2SCC(N)=O)cc1
68: Nc1nc2c(c(-c3nc(N)nc4c3Cc3ccccc3-4)n1)Cc1ccccc1-2
69: Cc1nn2c(=O)[nH]cnc2c1Cl
compound no.	65	66	67	68	69
MDA-MB-435	111	-17*[100 µM]	105	119	110
SR	97	121[100 µM]	95	·	87
RPMI-8226	109	27[100 µM]	97	114	96
MDA-MB-231	113	38[100 µM]	104	·	123
MOLT-4	100	50[100 µM]	91	103	95
MDA-MB-468	101	91[100 µM]	92	100	91
K-562	109	38[100 µM]	88	95	96
CCRF-CEM	103	64[100 µM]	102	111	95
